Bioassay records (PubChem)
Mtb UGM inh – M. tuberculosis UGM enzyme inhibitors, primary screen, biochemical, fluorescence polarization, single point | hit rate 0.06% among 320,000 | inhibition, % at 10 µM | purified UGM, fluorescence polarization probe displacement | AID 504406, 2011 | UDP-galactopyranose mutase (Mycobacterium tuberculosis (strain ATCC 25618 / H37Rv)), …; in the data active = inhibition above about 10%, passing the limit was not always enough; inconclusive = no clear call, values can overlap the other calls
Target sequence (P9WIQ1 whole entry, looked up): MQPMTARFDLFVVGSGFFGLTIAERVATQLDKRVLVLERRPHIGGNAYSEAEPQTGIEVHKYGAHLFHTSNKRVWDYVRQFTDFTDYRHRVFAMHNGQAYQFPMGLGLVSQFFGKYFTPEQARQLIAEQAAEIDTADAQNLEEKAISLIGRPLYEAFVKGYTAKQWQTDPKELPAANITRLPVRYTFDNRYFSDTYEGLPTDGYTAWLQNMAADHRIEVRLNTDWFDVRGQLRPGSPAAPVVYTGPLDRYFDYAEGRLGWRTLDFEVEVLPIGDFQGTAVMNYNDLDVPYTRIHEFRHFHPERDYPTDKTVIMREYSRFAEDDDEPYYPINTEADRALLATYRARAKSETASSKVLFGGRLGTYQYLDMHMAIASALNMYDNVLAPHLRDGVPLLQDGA
VHR inh abs – VHR1 phosphatase inhibitors, primary screen, biochemical, absorbance, uHTS; Dual specificity protein phosphatase 3 (Homo sapiens), P51452; recombinant VHR phosphatase, pNPP absorbance; inhibition, % at 13.3 µM; hit rate 0.52% among 290,000; in the data active = inhibition above about 50%; note: some compounds called inactive have numbers as strong as hits
GDH-TPI inh – GDH-TPI coupling enzyme inhibitors, primary screen, artefact control for M. tuberculosis FBA inhibitor project, biochemical, absorbance, full deck; GDH-TPI coupled enzyme counterscreen, NADH absorbance; hit rate 1.2% among 360,000; inhibition, % at 4.8 µM;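 note: 0% = DMSO wells and 100% = wells lacking the enzyme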
MazEF act – activators of E. coli MazEF toxin-antitoxin RNase, primary screen, biochemical, fluorescence, uHTS. AID 504720, 2011. activation, % at 20 µM. hit rate 0.32% among 350,000. FAM/BHQ RNA-DNA oligo cleavage fluorescence, 5 h. Endoribonuclease toxin MazF (Escherichia coli (strain K12)), P0AE70; in the data active = activation above about 50%
Target sequence (P0AE70 whole entry, looked up): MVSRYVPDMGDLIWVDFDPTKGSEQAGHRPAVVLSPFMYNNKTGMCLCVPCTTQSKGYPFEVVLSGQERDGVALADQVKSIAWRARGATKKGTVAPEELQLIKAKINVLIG
CCHFV vOTU inh – CCHFV vOTU protease inhibitors, primary screen, biochemical, Pep-AMC substrate, fluorescence; Crimean-Congo hemorrhagic fever virus L polyprotein viral ovarian tumor (vOTU) protease …; hit rate 0.55% among 370,000; inhibition, % at 11.5 µM; note: 0% = vehicle wells with enzyme and 100% = no enzyme wells
FadD28 binding – inhibitors of FadD28 bisubstrate probe binding, primary screen, biochemical, fluorescence polarization, single point; inhibition, % at 12.5 µM; Mycobacterium tuberculosis FadD28 fatty-acid-AMP ligase; hit rate 0.22% among 360,000; in the data active = inhibition above about 8.5%, passing the limit was not always enough; inconclusive = no clear call, values can overlap the other calls
Rv3671c inh – Rv3671c serine protease inhibitors, primary screen, biochemical, fluorescence polarization, M. tuberculosis H37Rv | P9WHR9 | inhibition, % at 5.96 µM | hit rate 0.048% among 320,000 | AID 2606, 2010; in the data active = inhibition above about 38%;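 note: extracellular domain of Rv3671c used as enzyme; 0% = enzyme with DMSO and 100% = no enzyme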
Target sequence (P9WHR9 whole entry, looked up, the tested form may be a part): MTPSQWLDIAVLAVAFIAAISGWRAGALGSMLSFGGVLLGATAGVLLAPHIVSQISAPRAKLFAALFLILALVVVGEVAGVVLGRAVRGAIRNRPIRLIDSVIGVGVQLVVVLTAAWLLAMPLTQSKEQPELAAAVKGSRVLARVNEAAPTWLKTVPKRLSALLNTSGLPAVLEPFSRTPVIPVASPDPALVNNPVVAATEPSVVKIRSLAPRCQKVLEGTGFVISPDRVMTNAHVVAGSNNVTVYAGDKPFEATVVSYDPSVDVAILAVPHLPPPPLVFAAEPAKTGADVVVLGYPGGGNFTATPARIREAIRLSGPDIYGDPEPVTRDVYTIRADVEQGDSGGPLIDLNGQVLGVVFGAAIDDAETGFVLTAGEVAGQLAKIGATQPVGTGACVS
FBA Mtb inh – Mtb FBA enzyme inhibitors, primary screen, biochemical, fluorescence, strain H37Rv | Fructose-bisphosphate aldolase (Mycobacterium tuberculosis (strain ATCC 25618 / H37Rv)), … | purified M. tuberculosis FBA, fluorescence read-out | inhibition, % at 1 µM | hit rate 2.3% among 360,000; in the data active = inhibition above about 27%;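 note: 0% = vehicle and 100% = reference inhibitor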
BoNT-F LC inh – BoNT/F light chain protease inhibitors, primary screen, biochemical, flow cytometry, MLPCN library; Multiplex microsphere protease cleavage assay; hit rate 0.22% among 360,000; inhibition, % at 10 µM; Botulinum neurotoxin type F light chain protease (Clostridium botulinum); AID 588497, 2011; in the data active = inhibition above about 35%, passing the limit was not always enough; inconclusive = no clear call, values can overlap the other calls; note: plate controls were buffer without enzyme for full effect and enzyme alone for no effect
BioA inh – M. tuberculosis BioA enzyme inhibitors, primary screen, biochemical, plate reader, single point, HTS; inhibition, % at 9.99 µM; AID 602481, 2012; hit rate 0.096% among 360,000; purified M. tuberculosis BioA enzyme; 7,8-diaminopelargonic acid synthase BioA (Mycobacterium tuberculosis); in the data active = inhibition above about 40%; inconclusive = no clear call, values can overlap the other calls
Active calls of the source: *. Cut-off read from the data, not from the text of the source, unless noted: active = inhibition above about 30%; inactive = the rest.

`Cc1csc(SCC(=O)NC(=O)NCCC(C)C)n1` gave Mtb UGM inh -0.1, VHR inh abs 24, GDH-TPI inh -5, MazEF act 10, CCHFV vOTU inh -10, FadD28 binding -0.1, Rv3671c inh 5, FBA Mtb inh -1, BoNT-F LC inh 2 and BioA inh -1.9.
COc1cccc(NC(=S)N(CCCN2CCC(C)CC2)Cc2cccs2)c1 was read as Mtb UGM inh 0.7, VHR inh abs -2, GDH-TPI inh 0, MazEF act 17, CCHFV vOTU inh -12, FadD28 binding 0.5, Rv3671c inh -3, FBA Mtb inh -3, BoNT-F LC inh -6 and BioA inh -0.3.
Screening CN(CC(=O)Nc1c(Cl)cccc1Cl)C(=O)c1cc(S(=O)(=O)N(C)C)ccc1N1CCCC1 returned Mtb UGM inh 1.9, GDH-TPI inh 7, MazEF act -2, CCHFV vOTU inh 2, FadD28 binding -3.9, Rv3671c inh 7, FBA Mtb inh 0, BoNT-F LC inh inconclusive and BioA inh -0.3.
`COc1cc(OC)c(OC)cc1/C=N/NC(=O)CSc1ccccc1F` gave Mtb UGM inh 0.1, VHR inh abs 31, GDH-TPI inh 17, MazEF act 7, CCHFV vOTU inh 0, FadD28 binding 0.1, Rv3671c inh 4, FBA Mtb inh 4, BoNT-F LC inh -1 and BioA inh 3.8.
Screening O=C(CS(=O)(=O)c1ccc(Cl)cc1)Nc1nnc(-c2cccs2)o1 returned Mtb UGM inh 0.2, VHR inh abs -36, GDH-TPI inh -4, MazEF act 3, CCHFV vOTU inh 16, FadD28 binding -3.3, Rv3671c inh 7, FBA Mtb inh 0, BoNT-F LC inh 0 and BioA inh 0.5.
For COC(=O)c1ccc(S(=O)(=O)N(Cc2ccccc2)Cc2ccccc2)n1C the results were Mtb UGM inh -2.7, VHR inh abs -7, GDH-TPI inh -16, MazEF act 3, CCHFV vOTU inh -6, FadD28 binding -3.6, Rv3671c inh -4, FBA Mtb inh -3 and BoNT-F LC inh inconclusive.
For COc1ccc(S(=O)(=O)NCc2cc(=O)n(C)c(=O)n2C)cc1F the results were Mtb UGM inh 1.7, VHR inh abs 0, GDH-TPI inh -3, MazEF act 6, CCHFV vOTU inh 4, FadD28 binding -2.8, Rv3671c inh 4, FBA Mtb inh 2, BoNT-F LC inh 5 and BioA inh -0.8.
Screening Nc1nc(SCC(=O)Nc2ccc([N+](=O)[O-])cc2)[nH]c(=O)c1NC(=O)c1ccc(Br)o1 returned Mtb UGM inh 2.3, VHR inh abs 10, GDH-TPI inh 20, MazEF act 4, CCHFV vOTU inh -2, FadD28 binding 0.5, Rv3671c inh 0, FBA Mtb inh 4, BoNT-F LC inh -7 and BioA inh 0.2.
Cn1ccnc1C1CCCCN1C(=O)c1cc(COc2ccc(F)cc2F)on1 (stereo not drawn) was read as Mtb UGM inh -2.4, VHR inh abs 4, GDH-TPI inh 8, MazEF act 10, CCHFV vOTU inh 22, FadD28 binding -1.0, Rv3671c inh 5, FBA Mtb inh -1, BoNT-F LC inh -6 and BioA inh 2.2.
For O=C(CSC1=NCCN1)NC12CC3CC(CC(C3)C1)C2 the results were Mtb UGM inh 3.0, VHR inh abs 29, GDH-TPI inh 10, MazEF act 2, CCHFV vOTU inh 7, FadD28 binding -2.9, Rv3671c inh -3, FBA Mtb inh 0, BoNT-F LC inh 4 and BioA inh 0.7.

Brought forward from above: 2 entries, then new ones.
Cn1ccnc1C1CCCCN1C(=O)c1cc(COc2ccc(F)cc2F)on1 (stereo not drawn) was read as Mtb UGM inh -2.4, VHR inh abs 4, GDH-TPI inh 8, MazEF act 10, CCHFV vOTU inh 22, FadD28 binding -1.0, Rv3671c inh 5, FBA Mtb inh -1, BoNT-F LC inh -6 and BioA inh 2.2.
For O=C(CSC1=NCCN1)NC12CC3CC(CC(C3)C1)C2 the results were Mtb UGM inh 3.0, VHR inh abs 29, GDH-TPI inh 10, MazEF act 2, CCHFV vOTU inh 7, FadD28 binding -2.9, Rv3671c inh -3, FBA Mtb inh 0, BoNT-F LC inh 4 and BioA inh 0.7.
Screening CCOC(=O)N1CCN(C(=O)C(C)NC(=O)c2ccco2)CC1 (stereo not drawn) returned Mtb UGM inh 1.0, VHR inh abs 6, GDH-TPI inh 1, MazEF act 1, CCHFV vOTU inh -15, FadD28 binding 1.3, Rv3671c inh 5, FBA Mtb inh 4, BoNT-F LC inh 26 and BioA inh -2.5.
Screening OCCC1CN(CCCc2ccccc2)CCN1CCc1ccccc1 (stereo not drawn) returned Mtb UGM inh -2.1, VHR inh abs -6, GDH-TPI inh -9, MazEF act -3, CCHFV vOTU inh -4, FadD28 binding -2.9, Rv3671c inh -5, FBA Mtb inh 2, BoNT-F LC inh inconclusive and BioA inh -0.4.
`CCC(CC)C(=O)Nc1c2c(nn1-c1ccc(C)cc1)CS(=O)(=O)C2` gave Mtb UGM inh 0.8, VHR inh abs 2, GDH-TPI inh 3, MazEF act 5, CCHFV vOTU inh -15, FadD28 binding -0.5, Rv3671c inh 5, FBA Mtb inh 8, BoNT-F LC inh -20 and BioA inh -0.7.
For C=CCNC(=S)NC1CC(C)(C)NC(C)(C)C1 the results were Mtb UGM inh -1.4, VHR inh abs -11, GDH-TPI inh -1, MazEF act 8, CCHFV vOTU inh 1, FadD28 binding -0.9, Rv3671c inh -1, FBA Mtb inh 2 and BoNT-F LC inh -10.
`Cc1cccc(-n2c(O)c(C=Nc3ccccc3)c3ccccc3c2=O)n1` gave Mtb UGM inh 0.0, VHR inh abs 40, GDH-TPI inh 0, MazEF act 14, CCHFV vOTU inh 3, FadD28 binding -3.2, Rv3671c inh -1, FBA Mtb inh 2, BoNT-F LC inh -9 and BioA inh 0.5.
Screening Cc1ccc(CC2C(=O)N(c3cc(Cl)ccn3)C(=O)C2C)cc1 (stereo not drawn) returned Mtb UGM inh -0.5, VHR inh abs 0, GDH-TPI inh 10, MazEF act 3, CCHFV vOTU inh 6, FadD28 binding -3.0, Rv3671c inh 6, FBA Mtb inh -2 and BoNT-F LC inh inconclusive.
Screening O=c1[nH]nc(Sc2ccccc2)c(=S)[nH]1 returned GDH-TPI inh 12, MazEF act 6, CCHFV vOTU inh -1, FadD28 binding -2.3, FBA Mtb inh 1, BoNT-F LC inh -13 and BioA inh -0.5.
Screening O=c1cccc(-c2ccc(Br)cc2)o1 returned Mtb UGM inh 5.2, VHR inh abs 7, GDH-TPI inh 18, MazEF act 5, CCHFV vOTU inh 9, FadD28 binding -2.3, Rv3671c inh -6, FBA Mtb inh -1, BoNT-F LC inh -26 and BioA inh 2.4.
O=c1[nH]c(=O)n(-c2ccccc2F)c(O)c1/C=C1\C=Nc2ccccc21 was read as Mtb UGM inh -2.9, VHR inh abs -3, GDH-TPI inh -3, MazEF act -17, CCHFV vOTU inh -4, FadD28 binding -1.6, Rv3671c inh -8, FBA Mtb inh -5 and BoNT-F LC inh 2.
`O=C(NCC1CCCO1)c1nc2c(nnn2Cc2ccc(F)cc2)c(=O)[nH]1` (stereo not drawn) gave Mtb UGM inh -2.8, VHR inh abs 21, GDH-TPI inh -10, MazEF act 5, CCHFV vOTU inh -14, FadD28 binding 0.3, Rv3671c inh 6, FBA Mtb inh -2 and BoNT-F LC inh 13.
For CN(CC(=O)NC(=O)NC1CCCCC1)CC(=O)Nc1ccc(OC(F)(F)F)cc1 the results were Mtb UGM inh -1.0, GDH-TPI inh -6, MazEF act 1, CCHFV vOTU inh 17, FadD28 binding -3.0, Rv3671c inh 7, FBA Mtb inh -2 and BoNT-F LC inh -7.
O=S(=O)(c1ccc2nc(SCc3ccc(Cl)cc3)[nH]c2c1)N1CCOCC1 was read as Mtb UGM inh -0.9, VHR inh abs 12, GDH-TPI inh -4, MazEF act 3, CCHFV vOTU inh -8, FadD28 binding -6.8, Rv3671c inh -12, FBA Mtb inh 0, BoNT-F LC inh -5 and BioA inh 0.9.
Cc1c(C)c2ccc(OCC(=O)NCCc3c[nH]c4ccccc34)cc2oc1=O was read as GDH-TPI inh 3, CCHFV vOTU inh -8, FadD28 binding -1.6, FBA Mtb inh 1, BoNT-F LC inh -2 and BioA inh 0.0.
Screening COC(=O)[C@@]1(C)[C@H]2C(=O)N(Cc3ccccc3)C(=O)[C@H]2[C@H]2CN=C(SCC(=O)c3ccccc3)N21 returned GDH-TPI inh 5, MazEF act -2, CCHFV vOTU inh 0, FadD28 binding -2.1, FBA Mtb inh -3, BoNT-F LC inh -9 and BioA inh 1.9.
For CCOC(=O)c1ccccc1NC(=O)CSc1nnc(C(C)C)n1CC the results were Mtb UGM inh -6.3, VHR inh abs -5, GDH-TPI inh 10, MazEF act 1, CCHFV vOTU inh 21, FadD28 binding -0.4, Rv3671c inh 3, FBA Mtb inh 0, BoNT-F LC inh -18 and BioA inh 0.0.
`COc1ccc(NC(=S)NCCc2ccc(F)cc2)c(OC)c1` gave Mtb UGM inh -1.6, VHR inh abs -1, GDH-TPI inh 1, MazEF act -3, CCHFV vOTU inh 8, FadD28 binding 0.4, Rv3671c inh -1, FBA Mtb inh -3 and BoNT-F LC inh 2.
Cc1occc1C(=O)NNC(=O)Cc1ccccc1 was read as Mtb UGM inh 0.7, VHR inh abs -2, GDH-TPI inh 8, MazEF act 9, CCHFV vOTU inh -10, FadD28 binding -2.7, Rv3671c inh -5, FBA Mtb inh 1, BoNT-F LC inh -5 and BioA inh 0.3.
C#CCOCCOCCOCCNc1nc(N2CCN(C(=O)CCCCCCCCCCNC(=O)[C@H](CCCCN)n3cc(C)nn3)CC2)nc(N2CCN(C(=O)CCCCCCCCCCNC(=O)[C@@H]([C@H](C)O)n3cc(C)nn3)CC2)n1 was read as Mtb UGM inh -1.4, GDH-TPI inh 3, MazEF act -40, FadD28 binding -7.2, Rv3671c inh 2, FBA Mtb inh 0, BoNT-F LC inh -28 and BioA inh -0.1.
Nc1nc(SCC(=O)O)[nH]c(=O)c1NC(=O)c1ccccc1F was read as Mtb UGM inh -4.0, VHR inh abs 49, GDH-TPI inh 2, MazEF act -5, CCHFV vOTU inh 6, FadD28 binding -2.2, Rv3671c inh 2, FBA Mtb inh 4, BoNT-F LC inh 0 and BioA inh -0.7.
`Cc1ccc(C2(C)CC(C)(C)N(C(=O)CSc3nnc(C)s3)c3ccccc32)cc1` (stereo not drawn) gave Mtb UGM inh -3.9, VHR inh abs -2, GDH-TPI inh 11, MazEF act 1, CCHFV vOTU inh -1, FadD28 binding -3.0, Rv3671c inh -5, FBA Mtb inh 0, BoNT-F LC inh 13 and BioA inh -0.4.
For O=S1(=O)N=CN(Cc2cccc(F)c2)c2ccccc21 the results were Mtb UGM inh 2.8, VHR inh abs 7, GDH-TPI inh -3, MazEF act -2, CCHFV vOTU inh 4, FadD28 binding 0.4, Rv3671c inh 0, FBA Mtb inh 4, BoNT-F LC inh 6 and BioA inh 1.5.
`COc1ccccc1C(=O)O/N=C(/C)c1ccc(N2C(=O)C3CCCCC3C2=O)cc1` (stereo not drawn) gave Mtb UGM inh 0.3, VHR inh abs 10, GDH-TPI inh -2, MazEF act -3, CCHFV vOTU inh 8, FadD28 binding -3.9, Rv3671c inh 3, FBA Mtb inh -3, BoNT-F LC inh -12 and BioA inh -1.0.

No enrichment for hits. Share with any hit: about 4.9%.
